Source: PubChem BioAssay (National Center for Advancing Translational Sciences (NCATS))
SW480 rereplic – induces DNA re-replication in SW480 colon adenocarcinoma cells; AID 624297; SW480 DNA re-replication, Hoechst DNA content imaging, 48 h; 340,000 tested, 1.8% active; Potency, µM (series often up to 46.1 µM), without a hit: at the top dose re-replication activation, usual class: activators; note: potency is the fitted concentration of half-maximal effect; % of control where 0% means no effect; nearly all actives have a fitted effect of over 55% in size
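DNA re-replication was detected as more nuclei of elevated Hoechst intensity after 48 hr exposure to compound (23 nL pinned per well of 250 cells).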
HT1080 IDH1KD tx – toxicity to HT-1080 IDH1 knockdown cells (counter line); 360,000 tested, 2% active; Potency, µM (doses to about 46.1 µM), for the others: top-dose activity, negative = toxicity, actives largely listed as cytotoxic; HT-1080 IDH1 knockdown viability, ATP luminescence, 48 h;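 note: potency is the fitted concentration of half-maximal effect; 0% = DMSO wells and -100% = cell-free medium wells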
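Assay cells: HT-1080 with IDH1 knockdown, 750 per well, RPMI/5% FBS. Exposure: 48 h at 37 °C following 2 h pre-incubation. Read: CellTiter-Glo luminescence; fitted concentration-response, curve class assigned.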
ATXN viability – cell viability loss in ATXN counter-screen. S2 cells (HEK-293 line with an ATXN2-luciferase reporter) viability, CellTiter-Fluor protease fluorescence, 24 h. Potency, µM (top dose mostly 56.7 µM), usual class: cytotoxic. 400,000 tested, 0.49% active. AID 651635; note: potency is the fitted concentration of half-maximal effect; nearly all actives have a fitted effect of over 40% in size
IL-1B inflam inh – inhibitors of inflammasome signaling (IL-1 beta secretion); THP-1 LPS/ATP IL-1B secretion, AlphaLISA, 16 h; active compounds read low; activity change, % at 57.5 µM; 360,000 tested, 4.7% active; in the data active = activity change below about -50%; inconclusive = mostly about -30% to -49%; note: % is set by controls: 0 for no effect and ±100 for the full control effect
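THP-1 cells pretreated 1 hr with compounds (up to 57.5 uM final), then stimulated with LPS (250 ng/mL final) plus ATP (1.25 mM final); secreted IL-1B measured by AlphaLISA after 16 hr, decreased signal indicating inhibition.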
ATXN2 expr inh – reduces ATXN2 reporter expression in HEK-293 cells. HEK-293 ATXN2-luciferase reporter, luminescence, 24 h. Potency, µM (titrated, usually from 57 µM), inactives show at the highest dose activity change, negative = inhibition, usual class: inhibitors. 360,000 tested, 0.72% active; note: potency is the fitted concentration of half-maximal effect; % is set by controls: 0 for no effect and ±100 for the full control effect; nearly all actives have a fitted effect of over 55% in size
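qHTS (up to 57 uM final) was run with 24 h compound exposure of reporter cells at 37 °C. Each well was multiplexed: SteadyGlo luminescence measured ATXN2-luciferase expression after a fluorogenic Gly-Phe-AFC viability readout (25 uM final).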
KB-3-1 cytotox – KB-3-1 parental cell cytotoxicity. AID 1347075. Potency, µM (doses to about 46.1 µM), for the others: top-dose activity change, negative = cytotoxic, usual class: cytotoxic. 400,000 tested, 1.4% active. KB-3-1 viability, CellTiter-Glo ATP luminescence, 72 h; note: potency is the fitted concentration of half-maximal effect; % is set by controls: 0 for no effect and ±100 for the full control effect; nearly all actives have a fitted effect of over 60% in size
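Viability of parental KB-3-1 cells, measured by CellTiter-Glo luminescence, followed a 72 h incubation at 37 °C with pinned compounds in phenol-red-free DMEM containing 10% FBS.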
HepG2 viability – HepG2 cytotoxicity, counter-screen for TGF-b inhibitors; Potency, µM (series often up to 46.1 µM), inactives show at the top dose activity change, negative = cytotoxicity, actives largely listed as cytotoxic; 410,000 tested, 0.76% active; HepG2 CAGA-GFP viability, ATP luminescence, 18 h; AID 588856; note: potency is the fitted concentration of half-maximal effect; some results filed as inactive show a strong effect at the top dose
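CellTiter-Glo luminescence gave cytotoxicity after 18 hours at 37 degrees C. The cells were HepG2 CAGA-GFP in 1% FBS DMEM, stimulated with 500 pg/mL TGF-beta after compound addition. %Activity was normalised to no-cell wells (complete cell-killing) and DMSO (no toxicity), and curves were fitted and classified.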
HT1080-NT tox – kills 2HG-producing HT-1080-NT fibrosarcoma cells | HT-1080-NT fibrosarcoma viability, CellTiter-Glo ATP luminescence, 48 h | Potency, µM (highest dose often 46.1 µM), for the others: at the highest dose activity, negative = less viability, most hits filed as cytotoxic | 360,000 tested, 1.6% active;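 note: NT is the 2HG producing partner of a matched IDH1 knockdown line; potency is the fitted concentration of half-maximal effect; 0% = DMSO-treated cells and -100% = media-only wells without cells; nearly all actives have a fitted effect of over 55% in size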
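Viability of the 2HG-overproducing fibrosarcoma line after 48 hours of compound exposure at 37 degrees C was determined by luminescence with CellTiter-Glo, and concentration-effect curves were then fitted and categorized.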
MCF10A rereplic – induces DNA re-replication in MCF 10a normal breast cells. MCF 10A DNA re-replication, Hoechst nuclear intensity, 48 h. Potency, µM (highest dose often 46.1 µM), for inactives: top-dose activity, positive = re-replication, usual class: activators. 350,000 tested, 2.9% active; note: potency is the fitted concentration of half-maximal effect; % of control where 0% means no effect; nearly all actives have a fitted effect of over 50% in size
* marks the source's active call; other numbers are inactive results; i = inactive; ? = inconclusive; / = no result given; & = joins results of further samples; [ ] = dose if it differs, or a comment. Unless noted, calls come from the whole dose curve; as a rule, active = well fitted curve in the direction sought with a large enough effect; inconclusive = small, poorly fitted or top-dose-only effect, or another doubt; inactive = no such curve, though single readings can be large; an effect the other way counts as inactive or inconclusive. Hits appear at their usual frequency; overall some 8.9% were active at least once.

no.	molecule	SW480 rereplic	HT1080 IDH1KD tx	ATXN viability	IL-1B inflam inh	ATXN2 expr inh	KB-3-1 cytotox	HepG2 viability	HT1080-NT tox	MCF10A rereplic
1	CCC(=O)N1CCc2cc(S(=O)(=O)NC(Cc3ccccc3)C(=O)O)ccc21 (configuration not stated)	-7%	-2%	i	-19	6%	-24%	-11%&3%	19%	-3%
2	Cc1nc2cc(C(F)(F)F)ccc2n1C1CCN(C(=O)N2CCOCC2)CC1	-3%	3%	i	21	1%	-8%	7%	0%	0%
3	O=C(OCC(=O)N1CCN(c2ccccc2)CC1)c1ccc(O)cc1O	9%	-2%	i	32	-22%	-1%	2%	-16%	-4%
4	C=CCN(c1cccc(C(F)(F)F)c1)S(=O)(=O)c1cccc(C(=O)OCC(=O)NC(N)=O)c1	0%	-1%	i	24	-11%	10%	-3%	-2%	17%
5	COc1cc(NC(=O)c2cccs2)c(OC)cc1NC(=O)CCC(=O)Nc1ccc2ncccc2c1	?	?	?	-15	?	18%	-34%	?	21µM*
6	COc1ccc(NC2CCCN(C(=O)c3cn(C)c4ccccc34)C2)cc1 (configuration not stated)	-17%	-9%	i	-6	-1%	6%	1%	-6%	1%
7	O=C(CSc1cn(CCNC(=O)c2ccccc2)c2ccccc12)NCc1ccco1	-2%	-3%	i	-18	1%	-11%	0%	-16%	11%
8	CC(=O)Oc1ccccc1C1C[C@]2(C)CC(=O)NC2N1C(C)=O (some centres not stated)	-5%	12%	i	-3	7%	0%	2%	21%	-8%
9	O=C(Nc1ccc2nc3n(c(=O)c2c1)CCCC3)c1cncc(Br)c1	7%	-6%	i	-28	2%	?	0%	-10%	-1%
10	CCOc1ccc(C(=O)Nc2cccc(C)n2)cc1	-12%	-30%	i	-6	-8%	-27%	-51%	?	-11%
11	Cc1cccc(-c2cc(C(=O)Nc3c(C)n(C)n(-c4ccccc4)c3=O)c3ccccc3n2)c1	9%	4%	i	-5	-3%	-6%	-27%	-15%	?
12	Cc1nc(-c2ccc(F)cc2)c(CC(=O)N2CCN(S(=O)(=O)c3ccc(F)cc3)CC2)s1	2%	10%	i	-7	2%	/	-1%	2%	2%
13	CCNC(=S)N1CCC(C(O)(c2ccccc2)c2ccccc2)CC1	-1%	-1%	i	9	13%	4%	-7%	4%	-4%
14	COc1ccc(/C=N/NC(=O)CN(Cc2ccccc2)S(=O)(=O)c2ccc3c(c2)OCCO3)cc1	6%	2%	i	-18	-16%	3%	7%	-14%	5%
15	O=C1c2[nH]nc(-c3ccccc3O)c2C(c2cccc(Cl)c2)N1Cc1ccco1 (configuration not stated)	?	?	?	-12	-11%	?	11µM*	?	7.3µM*
16	CC(C)CN1C(=O)C(=O)N(CC(=O)NC(C)CCc2ccccc2)C1=O (configuration not stated)	?	2%	i	-17	-9%	-4%	1%	1%	?
17	Cc1cccnc1NC(=O)Nc1cccs1	1%	4%	i	3	38%	-13%	7%	7%	-2%
18	O=C(Nc1nc(-c2cc(F)ccc2F)cs1)c1cccc(N2C(=O)CCC2=O)c1	-4%	-4%	i	-28	0%	?	-79%	-5%	?
19	COc1cccc(/C=C2\SC(=S)N(c3cccnc3)C2=O)c1OC	-48%	7%	i	34	-19%	4%	1%	9%	7%[9.22 µM]
20	Cc1cc(C)c(NC(=O)CN2C(=O)NC(CCc3ccccc3)C2=O)c(C)c1 (configuration not stated)	3%	-8%	i	-5	-9%	0%	5%	-14%	-3%
21	COCCn1c(N2CCN(c3ccc(OC)cc3)CC2)nc2c1c(=O)n(C)c(=O)n2C	-6%	-8%	i	0	-11%	-20%	-3%	2%[9.24 µM]	0%
22	COc1ccc(C(CNC(=O)c2ccc(NS(=O)(=O)c3ccc(F)c(C)c3)cc2)N2CCOCC2)cc1 (configuration not stated)	-1%	-1%	i	-4	-2%	-2%	-3%	-2%	6%
23	CC(=O)Nc1ccc(N(CC(=O)NCC2CCCO2)C(=O)CCC(=O)Nc2cc(C)on2)cc1 (configuration not stated)	-19%	-1%	i	-7	-2%	-1%	-2%	-1%	-2%
24	COc1ccc(C(=O)COC(=O)CCN=C2NS(=O)(=O)c3ccccc32)cc1OC	-8%	10%	i	-1	0%	11%	-6%	8%	1%
25	CC(C)(C)c1sc(N)nc1-c1ccccc1	-26%	-20%	i	-102*	2%	0%	-35%	?	14%
26	NC(=O)c1nsc(C(=O)N(Cc2ccc(F)cc2)C(C(=O)NCC2CCCO2)c2ccc(F)cc2)c1N (configuration not stated)	9%	-5%	i	-27	-20%	-10%	-15%	-5%	1%
27	CC(c1ccon1)N(C)Cc1cn[nH]c1-c1ccc(-c2ccccc2)cc1 (configuration not stated)	11%	-6%	i	-28	7%	-7%	-7%	0%	6%
28	Cc1cccc(C)c1NC(=O)CSc1nc2ccccc2c2nc(CCc3c(C)n[nH]c3C)nn12	/	/	?	/	-10%	9%	-3%	/	/
29	NC(c1csc(Nc2nncc3ccccc23)n1)c1ccccc1Cl (configuration not stated)	/	-23%	?	-22	-37%	0%	-95%	?	/
30	O=C(NCCc1nnc2ccc(N3CCCCCC3)nn12)c1ccccc1F	-4%	27%	i	-14	8%	14%	1%	28%	-4%
31	CCC(=O)NC(C)C(c1cccs1)N1CCN(c2ccccc2)CC1 (configuration not stated)	8%	10%	i	-5	-2%	0%	7%	5%	-6%
32	COc1cc(C2CC(=O)c3c(O)cc(O)cc3O2)ccc1O (configuration not stated)	-36%	?	i	-7	5%	0%	6%	8%	0%
33	CCC(=O)Nc1nc2c(OC)ccc(OC)c2s1	-12%	-1%	i	-20	-1%	-8%	-17%	-3%	1%
34	Cc1cc(C(F)(F)F)nn1CC(=O)N1CCCCC1C (configuration not stated)	-2%	18%	i	15	0%	6%	-1%	7%	-4%
35	COc1ccc(/C=C(\C#N)C(=O)OCC(=O)N(C)C2CCS(=O)(=O)C2)cc1 (configuration not stated)	2%	-2%	i	-6	-10%	-14%	-5%	-4%	3%
36	Cc1noc(C)c1S(=O)(=O)NC1CCN(Cc2ccccc2)CC1	-5%	15%	i	-7	12%	12%	-16%	8%	-5%
37	CCC(C)N(C(=O)CSc1nc(-c2cccs2)nc2ccccc12)C1CCS(=O)(=O)C1 (configuration not stated)	?	?	i	-83*	13%	4%	6%	-23%	?
38	CSc1cccc(CNC(=O)C2CCC(=O)N(CCc3ccccc3)C2)c1 (configuration not stated)	/	0%	i	-5	/	-3%	0%	0%	/
39	Cc1ccc(NC(=O)c2c3c(nc4ccccc24)CCC3)cc1	-81%[inhibitor]	10%	i	8	4%	10%	5%	9%	-8%
40	CC(=O)N1CCc2cc(S(=O)(=O)NC(CC(C)C)C(=O)Nc3ccc4c(c3)OCCO4)ccc21 (configuration not stated)	-9%	-1%	i	9	113%[activator]	-3%	11%	-4%	-2%
41	CCCCN1CC[C@H]2C=CC[C@@H](C(=O)Nc3ccccc3)[C@H]2C1=O	11%	-2%	i	30	11%	0%&2%	-2%&12%	17%	-5%
42	OC[C@H]1O[C@H](OC[C@H]2OC(O)[C@H](O)[C@@H](O)[C@@H]2O)[C@H](O)[C@@H](O)[C@@H]1O (some centres not stated)	10%	6%	i	3	-5%	0%	2%	27%	-7%
43	CCCn1nnc(NC(=O)c2ccc(Br)o2)n1	4%	2%	i	-1	20%	11%	-2%	9%	-3%
44	CC(=O)Oc1c(S(=O)(=O)c2ccc(C)cc2)c(C)nn1C(C)(C)C	?	-3%	i	59	1%	?	-23%	-21%	?
45	CCCCNC(=O)OC1CC2CC1[C@H]1CCCCN1C2=O (some centres not stated)	/	26µM*	i	12	13%	29%	/	11%	/
46	COc1ccc(-n2c(SCC(=O)Nc3cc(C)on3)nc3c(c2=O)SCC3)cc1	-14%	-1%	i	10	-18%	-17%	2%	17%	0%
47	COC(=O)c1ccccc1NC(=O)c1ccc(-c2cccc(Cl)c2)o1	-6%	12%	?	29	21%	-3%	0%	24%	-2%
48	Cc1ccc(C(=O)O)cc1-c1ccc(C=C2C(=O)c3ccccc3C2=O)o1	-2%	-13%	i	10	13%	0%	-12%	3%	0%
49	Cc1ccc2c(Cl)c(C(=O)NCCCn3ccnc3)sc2c1	-19%	-1%	i	?	3%	-2%	-36%	-13%	21%
50	OCCN1CCOCCN(CCO)CCN(CCO)CC1	-7%	12%	i	0	6%	2%	31%	17%	-1%
51	O=S(=O)(NCc1csc(-c2cccs2)n1)c1cccs1	-1%	4%	i	-7	8%	6%	3%	-1%	5%
52	CC(=O)N1CCN(C(=O)c2ccc(NS(=O)(=O)c3ccc(Cl)c(Cl)c3)cc2)CC1	?	-2%	i	20	5%	5%	-2%	-1%	?
53	Cc1ccc(OCCNC(=O)[C@H]2O[C@@H](n3ccc(=O)[nH]c3=O)[C@H](O)[C@@H]2O)cc1C	/	2%	i	0	9%	0%	0%	4%	/
54	O=C(c1cnn2cccnc12)N1CCN(Cc2ccc3c(c2)OCO3)CC1	1%	4%	i	13	1%	-6%	4%	-2%	4%
55	O=[N+]([O-])c1cccc(S(=O)(=O)Nc2ccc3cn[nH]c3c2)c1	-7%	8%	i	21	0%	-2%	-3%	5%	0%

Single records (already shown). Order of values: SW480 rereplic	HT1080 IDH1KD tx	ATXN viability	IL-1B inflam inh	ATXN2 expr inh	KB-3-1 cytotox	HepG2 viability	HT1080-NT tox	MCF10A rereplic
`Cc1cc(C(F)(F)F)nn1CC(=O)N1CCCCC1C` (configuration not stated) is listed with -2%	18%	i	15	0%	6%	-1%	7%	-4%
`Cc1noc(C)c1S(=O)(=O)NC1CCN(Cc2ccccc2)CC1` is listed with -5%	15%	i	-7	12%	12%	-16%	8%	-5%
